High-throughput results: PubChem, National Center for Advancing Translational Sciences (NCATS)
POLH inh: inhibitors of human DNA polymerase eta; Q9Y253; recombinant Pol eta, fluorescent DNA replication assay; Potency, µM (highest dose often 114 µM), for the others: at the highest dose activity change, negative = inhibition, usual class: inhibitors; 390,000 tested, 1.2% active; also: potency is read from the fitted curve at half-maximal effect; % is scaled to controls: 0 for no effect and ±100 for the full control effect
Target sequence (Q9Y253 whole entry, looked up): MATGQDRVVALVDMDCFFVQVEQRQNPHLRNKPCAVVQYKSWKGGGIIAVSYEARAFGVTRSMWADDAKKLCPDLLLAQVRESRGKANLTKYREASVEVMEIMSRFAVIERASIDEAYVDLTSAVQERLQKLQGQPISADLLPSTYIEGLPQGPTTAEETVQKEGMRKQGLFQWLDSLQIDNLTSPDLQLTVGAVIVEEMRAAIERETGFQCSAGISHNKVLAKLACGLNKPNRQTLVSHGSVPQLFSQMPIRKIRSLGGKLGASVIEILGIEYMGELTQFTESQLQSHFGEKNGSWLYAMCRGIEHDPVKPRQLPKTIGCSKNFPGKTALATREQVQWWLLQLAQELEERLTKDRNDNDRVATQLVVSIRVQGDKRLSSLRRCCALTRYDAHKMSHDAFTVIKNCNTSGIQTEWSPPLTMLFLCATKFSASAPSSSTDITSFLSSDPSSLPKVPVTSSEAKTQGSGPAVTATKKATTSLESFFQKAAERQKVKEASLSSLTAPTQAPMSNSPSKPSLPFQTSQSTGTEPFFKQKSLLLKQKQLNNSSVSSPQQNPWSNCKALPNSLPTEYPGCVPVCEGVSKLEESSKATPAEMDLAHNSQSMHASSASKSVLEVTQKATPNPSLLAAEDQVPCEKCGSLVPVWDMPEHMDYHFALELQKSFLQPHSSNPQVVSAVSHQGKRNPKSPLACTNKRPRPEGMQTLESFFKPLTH
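Pol eta (10 nM) was preincubated with compounds for 15 min at room temperature, after which fluorescent replication substrate (50 nM final) was added to start the reaction. Fluorescence was read kinetically at 0 and 10 min.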
ERG Ets-DNA blk: inhibitors of human ERG Ets domain-DNA interaction | fluorescence polarization, His-ERG Ets domain / labelled DNA | 370,000 tested, 0.028% active | AID 624246 | Potency, µM (top dose mostly 76.9 µM), for the others: top-dose FP activity, negative = inhibition, actives largely listed as inhibitors; active = well fitted inhibition curve with a large enough effect in the polarisation, with a control signal flat; inconclusive = small, poorly fitted or top-dose-only effect, or effect the other way, or a change in a side signal; inactive = no such curve, though single readings can be large or run the other way; the % refers to the polarisation;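 also: polarization taken with two DNA probes labelled with fluorescein and Texas red; potency is read from the fitted curve at half-maximal effect; % of control where 0% means no effect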
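His-tagged ERG Ets domain (1 uM in the protein solution; 300mM KCl, 50mM Tris-HCl, 1mM EDTA, 1mM DTT, pH 7.5) received compound, then a probe mix of 5 nM fluorescein-DNA and 100nM Texas-615-DNA. Fluorescence polarization was read for both dyes.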
ALOX12 inh: inhibitors of human 12S-lipoxygenase ALOX12; P18054; purified 12hLO, xylenol orange hydroperoxide absorbance; Potency, µM (highest dose often 108 µM), for inactives: at the top dose activity change, negative = inhibition, usual class: inhibitors; 580,000 tested, 1.1% active; also: potency is read from the fitted curve at half-maximal effect; % is scaled to controls: 0 for no effect and ±100 for the full control effect
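Purified human 12hLO (150 nM final) in 25 mM Hepes, 0.01% Triton X-100, pH 7.0 was preincubated 15 min at room temperature with compound. Then 40 uM arachidonic acid was added, 30 min. Hydroperoxide was read by Fe-XO absorbance ratio 573/405 nm.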
Pol kappa inh: blocks human DNA polymerase kappa activity; AID 588579; purified Pol kappa, fluorescent DNA synthesis assay, 10 min; Q9UBT6; 400,000 tested, 0.53% active; Potency, µM (doses to about 107 µM), inactives show at the highest dose activity, negative = inhibition, actives largely listed as inhibitors; also: potency is read from the fitted curve at half-maximal effect; % is scaled to controls: 0 for no effect and ±100 for the full control effect
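Enzyme at 10 nM met test compounds for 15 min at room temperature. Substrate addition (50 nM final) began the reaction, which was monitored by fluorescence at 0 and 10 min.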
APE1 inh: blocks human APE1 abasic DNA cleavage | P27695 | recombinant APE1, TAMRA/BHQ-2 abasic DNA cleavage fluorescence | Potency, µM (series often up to 65.8 µM), inactives show at the top dose activity change, negative = inhibition, most hits filed as inhibitors | 350,000 tested, 0.35% active | AID 2517;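 also: potency is read from the fitted curve at half-maximal effect; plate controls were vehicle for no effect and reference inhibitor for full effect; nearly all actives have a fitted effect of over 55% in size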
Target sequence (P27695 whole entry, looked up): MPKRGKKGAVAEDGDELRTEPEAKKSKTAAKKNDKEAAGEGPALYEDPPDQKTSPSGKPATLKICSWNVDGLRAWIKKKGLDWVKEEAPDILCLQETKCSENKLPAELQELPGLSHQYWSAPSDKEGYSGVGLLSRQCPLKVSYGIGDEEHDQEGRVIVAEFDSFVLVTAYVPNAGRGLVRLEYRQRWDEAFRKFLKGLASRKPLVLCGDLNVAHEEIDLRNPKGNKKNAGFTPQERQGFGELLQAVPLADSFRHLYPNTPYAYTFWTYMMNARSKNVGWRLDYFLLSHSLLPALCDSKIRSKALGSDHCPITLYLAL
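Endonuclease cleavage of a quenched abasic-site DNA duplex (50 nM) by APE1 (0.75 nM) was tracked by TAMRA dequenching. Compounds were preincubated with enzyme 15 min at room temperature; data normalized to buffer-only and DMSO wells plus NSC13755 control.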
Pol beta inh: inhibitors of human DNA polymerase beta; 340,000 tested, 1.3% active; Potency, µM (series often up to 114 µM), for the others: at the top dose activity change, negative = inhibition, most hits filed as inhibitors; Pol beta primer extension/strand displacement, fluorescence kinetic; also: potency is read from the fitted curve at half-maximal effect; % is scaled to controls: 0 for no effect and ±100 for the full control effect
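10 nM enzyme + cpd, 15 min RT; start with substrate 50 nM final; read 0 min and after 10 min RT. Corrected, normalized data; 4-parameter Hill curve fit.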
LDHA inh: LDHA (human) enzyme inhibition; purified LDHA, NADH/diaphorase-resazurin fluorescence; active compounds read low; activity change, % (values are at about 110 or 230 µM); 480,000 tested, 0.15% active; AID 1347041; in the data active = activity change below about -30%; inconclusive = mostly about -25% to -30%;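 also: plate controls were DMSO wells for no effect and wells without enzyme for full effect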
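LDH5 2 nM; NADH 0.06 mM, pyruvate 0.2 mM; 200 mM Tris pH 7.4, EDTA, Tween-20; 5 min RT. Detection: diaphorase 0.133 mg/mL + resazurin 37 µM, fluorescence ex540/em590 at 0 and 20 min; normalized to enzyme-free and DMSO wells.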
Anesthetic bind: binds horse apoferritin like a general anesthetic. apoferritin/1-aminoanthracene competitive binding, fluorescence. Potency, µM (highest dose often 77.5 µM), inactives show at the highest dose activity change, negative = displacement, usual class: inhibitors. 350,000 tested, 0.074% active. AID 485281; also: potency is read from the fitted curve at half-maximal effect; % is scaled to controls: 0 for no effect and ±100 for the full control effect; nearly all actives have a fitted effect of over 20% in size
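Probe: 1-aminoanthracene (50% saturated, PBS). Protein: horse-spleen apoferritin, 10 uM. Incubation: 10 min, room temperature. Detection: 380 nm excitation, 535 nm emission. Analysis: normalized response, four-parameter Hill.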
RGS4 inh: human RGS4 inhibition; 390,000 tested, 0.039% active; Transcreener GDP fluorescence polarization, RGS4-accelerated GTP hydrolysis; P49798; Potency, µM (titrated, usually from 114 µM), inactives show top-dose activity change, negative = inhibition, most hits filed as inhibitors; AID 504845; also: potency is read from the fitted curve at half-maximal effect; % is scaled to controls: 0 for no effect and ±100 for the full control effect; nearly all actives have a fitted effect of over 75% in size; some results filed as inactive show a strong effect at the top dose
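MLSMR compounds (23 nl, pin-transferred) preincubated 10 min at room temperature with a 500nM (2x) first reagent, then RGS4 at 900nM (2x) plus Transcreener GDP mix added; fluorescence polarization (620/688 nm) read before and after 90 min at 30 °C.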
* hit, by the source's call; ? = inconclusive; . = not tested or not shown; & = joins results of further samples; [ ] = remark or other dose. Unless noted, calls follow the shape of the dose curve; as a rule, active = well fitted curve in the direction sought with a large enough effect; inconclusive = small, poorly fitted or top-dose-only effect, or another doubt; inactive = no such curve, though single readings can be large; an effect the other way counts as inactive or inconclusive. A portion of the library; the hit share may differ from the screen's.

Compound,POLH inh,ERG Ets-DNA blk,ALOX12 inh,Pol kappa inh,APE1 inh,Pol beta inh,LDHA inh,Anesthetic bind,RGS4 inh
Cc1nnc(NC(=O)CSc2nc(N)c(NC(=O)c3cccs3)c(=O)[nH]2)s1,-3%,3%,?,-9%,7%,1%,1,-6%,-25%
CC1CC2c3cccc(C(=O)O)c3C(=O)N2c2ccc(Cl)cc21 (centres undefined),-11%,-10%,?,6%,21%,17%,-3,-4%,-5%
CC(=O)c1cccc(NC(=O)CN(C)S(=O)(=O)c2ccccc2)c1,-10%,1%,13%,-18%,-7%,27%,-10,-8%,-3%[56.9 µM]
N#Cc1c(-c2ccccc2)cc(-c2ccccc2)nc1SCC(=O)Nc1ccc(Cl)cc1,-7%,6%,-14%,-12%,.,0%,-7,47%[activator],-31%
O=C(CN1C(=O)NC2(CCCCCCC2)C1=O)Nc1c(Cl)cccc1Cl,-2%,3%,4%,-16%,4%,.,-4,.,2%
CCc1ccc(NC(=O)N2c3ccccc3Sc3ccccc32)cc1,-19%,8%,-59%,4%,.,3%,-9,31%[activator],-1%
O=C(NCc1ccc2c(c1)CCN2C(=O)c1ccncc1)c1ccccc1Cl,4%,1%,?,-10%[60.1 µM],.,2%,-2,-12%,-16%
CC(C)c1ccc(C(O)Cc2nc3ccccc3n2C)cc1 (centres undefined),2%,2%,7%,-5%,2%,?,-15,5%,21%
Cc1ccc(C(=O)N2CCC(C(=O)Nc3cccc([N+](=O)[O-])c3)CC2)cc1,-13%,3%,-21%,7%,22%,-1%,1,-21%,10%
CCc1ccc(N(C(=O)c2ccco2)C(C(=O)NC2CCCC2)c2ccco2)cc1 (centres undefined),-14%,-5%,-10%,-16%,.,.,-8,.,-49%
COc1ccc(CC(=O)Nc2cccc(C(C)=O)c2)cc1S(=O)(=O)N1CCOCC1,-1%,1%,-15%,-11%,27%,.,0,.,17%
CC(C)(C)N(Cc1ccccc1)C(=O)COC(=O)/C=C/c1ccc2c(c1)OCO2,-14%,-8%,24%,13%,44%,.,2,.,-12%
CCn1c(C)c(C)c2cc(C(=O)NCCCN3CCCCC3)ccc21,-11%&-14%,16%&3%,0%&-19%,0%&-8%,13%,0%&-22%,-3&-6,-12%&-4%,25%[11.4 µM]
C/C(=N\NC(=O)c1ccccc1)c1ccc(C)c([N+](=O)[O-])c1,-20%,-3%,-12%,-2%,8%,-7%,-8,-6%,-1%
COc1cccc(C(=O)/C=C/c2ccc(SC)cc2)c1,-11%,0%,?,-4%,-10%,14%,-2,-7%,-8%
Cc1cc(-n2cnc(-c3cn[nH]c3C)n2)no1,-5%,9%,7%,12%,0%,40%,1,5%,-14%
CC(=O)Oc1ccc2nc(/C=C/c3ccccc3)oc(=O)c2c1,-21%,2%,3%,-2%,38%,2%,0,-6%,-3%
Cc1nc(CC(=O)c2ccc(O)c(C)c2O)cs1,7%,-7%,-8%,0%,-6%,8%,1,-5%,-7%[56.9 µM]
O=C(c1ccccc1)C(CN1CCCCC1)c1ccccc1 (centres undefined),-13%,1%,45µM*,-17%,.,.,-3,.,?
CC(C)(C)CC(C)(C)N=C1Nc2cc(Cl)c(Cl)cc2NC12C[C@H]1CCC(=O)N3CC[C@@H](C2)[C@@H]13 (some centres undefined),-22%,-9%,-26%,-3%,.,.,13,.,-17%
Cc1ccc(-n2nc(C(=O)O)c3ccccc3c2=O)cc1C,-12%,2%,?,-5%,-2%,-2%,2,-15%,10%
Cc1ccc(Cn2c(=O)n(-c3cccc(C(F)(F)F)c3)c(=O)c3c(C)c(C)sc32)c(C)c1,.,0%,0%,2%,.,-3%,-5,-1%,19%
CC(C)Oc1ccc(CNS(=O)(=O)c2csc(C(N)=O)c2)cc1,?,-3%&3%,1%&-16%,-11%&-2%,-21%,-17%&10%,-7&-8,-8%&-11%,17%&6%
N#Cc1c(N)n(-c2cccc(Cl)c2)c2nc3ccccc3nc12,-17%,-20%,?,12%,.,9%,0,50%[activator],-17%

ALOX12 inh: hit marks shown above
| SMILES | POLH inh | ERG Ets-DNA blk | ALOX12 inh | Pol kappa inh | RGS4 inh |
| --- | --- | --- | --- | --- | --- |
| O=C(c1ccccc1)C(CN1CCCCC1)c1ccccc1 (centres undefined) | -13% | 1% | 45µM* | -17% | ? |

Carrying on.
Compound,POLH inh,ERG Ets-DNA blk,ALOX12 inh,Pol kappa inh,APE1 inh,Pol beta inh,LDHA inh,Anesthetic bind,RGS4 inh
Cc1ccc(N2C(=O)c3ccc(C(=O)N4CCN(c5ccc(C)c(C)c5)CC4)cc3C2=O)cc1,-16%,6%,-2%,-13%,2%,24%,1,1%,-8%
CS(=O)(=O)N(CC(=O)Nc1ccccc1)Cc1ccc(Cl)cc1,-3%,-4%,3%,-14%,5%,-11%,-7,-7%,-19%
CCOC(=O)N1CCN(C(=O)Cc2ccsc2)CC1,-18%,-2%,-19%,-8%,-2%,11%,0,-10%,-15%
CCc1ccc(-n2c(O)cnc2Nc2nc(C)cc(C)n2)cc1,-10%,-6%,34%[activator],-4%,-1%,14%,-12,-10%,16%
COc1ccccc1CNC(=O)CCC(=O)N1CCOc2ccc(Cl)cc21,-13%,1%,36%[activator],9%,-6%,6%,-3,-15%,-5%
Cc1cc2cc3c(cc2nc1SCC(=O)Nc1c(C)cccc1C)CCC3,-7%,.,-33%,3%,5%,26%,0,-10%,-5%
CCOc1ccccc1NC(=O)CCCNC(=O)Cn1cnc2sc(C)c(C)c2c1=O,-8%,-5%,-4%,0%,26%,31%,-6,-10%,21%
COc1cc(CNCCc2ccc(S(N)(=O)=O)cc2)ccc1OCC(=O)NC1CCCCC1,-8%,-1%,?,-6%,-4%,16%,-10,-23%,-8%
O=C(Cc1sc(Nc2ccccc2)nc1-c1ccccc1)NCc1ccccc1,-14%,-7%,-1%,-11%,4%,-18%[57.1 µM],-7,-1%,29%
Cc1sc2nc(CSCC(=O)Nc3cc(F)ccc3F)[nH]c(=O)c2c1C,-3%,-4%,-8%,-6%,14%,.,-4,.,4%
C[C@H](NC(=O)c1nc[nH]c1C(=O)N1CCc2ccccc2C1)C(=O)OC(C)(C)C,-13%,7%,-7%,2%,9%,1%,1,-10%,-7%
O=C(Cc1ccc(NC(=O)C2CCN(C(=O)C3CC3)CC2)cc1)Nc1cccc(C(=O)N2CCCC2)c1,-12%,-1%,0%,-12%,.,.,-9,.,-10%
c1ccc(Cc2nnc(SCc3nc(-c4cccs4)no3)n2-c2ccccc2)cc1,-11%,1%,-17%,-9%,.,20%,-10,6%,17%
O=c1c2c3c(sc2nc2n1CCCC2)CCCCC3,-14%,8%,6%,-8%,-3%,-2%,-2,-12%,-27%
C#CCOCCOCCOCCNc1nc(N2CCN(C(=O)CCCCCCCCCCNC(=O)[C@@H](CCSC)n3cc(CCO)nn3)CC2)nc(N2CCN(C(=O)CCCCCCCCCCNC(=O)[C@H]([C@@H](C)CC)n3cc(CCCCCN)nn3)CC2)n1,?,-1%,.,-15%,?,.,0,.,-45%
CN1CCC2CC1c1cc(-c3ccc(C(F)(F)F)cc3)ccc12 (centres undefined),-21%,1%,-3%,-6%,.,.,-3,.,-14%
Cc1cc(=O)n2nc(N3CCC(C(=O)NC4CCCc5ccccc54)CC3)sc2n1 (centres undefined),-1%,-2%,293%[activator],-20%,-7%,-1%,-5,-13%,-15%
COCCCn1c(SCC(=O)N2CC(=O)Nc3ccccc32)nnc1-c1ccoc1C,5%,17%,0%,-6%,10%,89%,-5,-11%,-39%
O=C(CNC(=S)N(Cc1ccccc1Cl)C1CCCC1)NCCN1CCOCC1,-22%,-16%,0%,0%,6%,5%,-2,-8%,-26%
COc1cc(NC(=O)c2ccccc2)c(OC)cc1NC(=O)CN1CCOCC1,-19%,-7%,23%,-4%,0%,18%,3,-20%,-6%
O=C(COc1ccc(S(=O)(=O)N2CCCC2)cc1Cl)NC1CC1,-14%,-6%,-6%,-7%,1%,6%,-4,3%,-9%
CCOC(=O)c1c(CN2CCNCC2)nc2ccc(Cl)cc2c1-c1ccccc1,-25%,.,0%,-7%,.,.,-4,.,-15%
Cc1cc(C)c(NC(=O)C(C)n2nc(-c3ccc(C)c(C)c3)ccc2=O)c(C)c1 (centres undefined),-22%,-1%,-10%,2%,.,?,2,?,-8%
O=C(NC(=S)Nc1ccccn1)c1ccc(-c2ccccc2)cc1,-1%,3%,32µM*,-11%,36%,-3%,-10,?,3%
Cc1ccccc1CSc1nnnn1-c1ccc(C(N)=O)cc1,-22%,-2%,15%,-7%,3%,-14%,-3,-2%,2%
CCOc1ccc(C(CC(=O)O)n2cnnn2)cc1OC (centres undefined),3%,6%,-1%,0%,3%,69%,-6,-5%,-5%
COc1ccccc1C1(CCN=Cc2ccc(N(C)C)cc2)CCOC(C)(C)C1 (centres undefined),-5%,0%,0%,-17%,-1%,-16%,-2,5%,9%
CCOC(=O)c1sc2cc([N+](=O)[O-])cc(SCC(=O)OC)c2c1N,-24%,-5%,?,-4%,-4%,-14%,6,-19%,-44%
